Screening results (PubChem)
HT1080 IDH1KD tx = qHTS for induction of synthetic lethality in tumor cells producing 2HG: qHTS for the HT-1080-IDH1KD cell line; AID 686971, 2013; HT-1080 IDH1 knockdown viability, ATP luminescence, 48 h; Potency, µM (titrated, usually from 46.1 µM), for the others: at the highest dose activity, negative = toxicity, most hits filed as cytotoxic; 2% of 360,000 active;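 also: potency is read from the fitted curve at half-maximal effect; 0% = DMSO wells and -100% = cell-free medium wells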
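% activity derives from luminescence (CellTiter-Glo), normalised to DMSO and no-cell wells. HT-1080-IDH1KD cells, 750/well, had 48 h compound exposure at 37 °C.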
KB-V1 MDR tox = qHTS assay for MDR1-selective chemotherapeutics: Primary screen using the drug-selected MDR subline cells KB-V1; KB-V1 MDR cells viability, CellTiter-Glo, 72 h; 3.4% of 400,000 active; Potency, µM (titrated, usually from 46.1 µM), for inactives: at the highest dose activity change, negative = cytotoxicity, hits mostly cytotoxic; also: potency is read from the fitted curve at half-maximal effect; % is scaled to controls: 0 for no effect and ±100 for the full control effect; nearly all actives have a fitted effect of over 60% in size
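Drug-selected KB-V1 cells, grown in DMEM lacking phenol red with 10% FBS, receive compound titrations; after three days at 37 degrees C, surviving cell ATP is quantified by CellTiter-Glo luminescence and responses normalized and curve-fitted.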
SW480 rerep = A quantitative high throughput screen for small molecules that induce DNA re-replication in SW480 colon adenocarcinoma cells | 1.8% of 340,000 active | Potency, µM (doses to about 46.1 µM), inactives show at the top dose re-replication activation, usual class: activators | SW480 DNA re-replication, Hoechst DNA content imaging, 48 h; also: potency is read from the fitted curve at half-maximal effect; % of control where 0% means no effect; nearly all actives have a fitted effect of over 55% in size
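Compounds, transferred as 23 nL by pin tool, were incubated with cells for 48 hr; DNA content per nucleus was then quantified by Hoechst staining and fluorescence plate imaging.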
ATXN2 expr inh = Primary qHTS for Inhibitors of ATXN expression. HEK-293 ATXN2-luciferase reporter, luminescence, 24 h. Potency, µM (highest dose often 57 µM), for inactives: at the highest dose activity change, negative = inhibition, most hits filed as inhibitors. 0.72% of 360,000 active. AID 1745845, 2022; also: potency is read from the fitted curve at half-maximal effect; % is scaled to controls: 0 for no effect and ±100 for the full control effect; nearly all actives have a fitted effect of over 55% in size
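ATXN2-luciferase reporter cells (luciferase flanked by upstream and downstream ATXN2 gene portions) were treated 24 h at 37 °C with compounds at up to 57 uM. SteadyGlo luminescence gave expression; GF-AFC fluorescence gave viability.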
HT1080-NT tox = qHTS for induction of synthetic lethality in tumor cells producing 2HG: qHTS for the HT-1080-NT fibrosarcoma cell line. HT-1080-NT fibrosarcoma viability, CellTiter-Glo ATP luminescence, 48 h. Potency, µM (highest dose often 46.1 µM), for inactives: top-dose activity, negative = less viability, most hits filed as cytotoxic. 1.6% of 360,000 active;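 also: NT is the 2HG producing partner of a matched IDH1 knockdown line; potency is read from the fitted curve at half-maximal effect; 0% = DMSO-treated cells and -100% = media-only wells without cells; nearly all actives have a fitted effect of over 55% in size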
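Viability by CellTiter-Glo luminescence after 48 h compound exposure at 37C of HT-1080-NT cells (750/well, RPMI, 5% FBS). % activity scaled between DMSO wells and medium-only wells, then curve-fitted and categorized by curve class.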
IL1B secr inh = qHTS for Inhibitors of Inflammasome Signaling: IL-1-beta AlphaLISA Primary Screen | 4.7% of 360,000 active | activity change, % at 57.5 µM | THP-1 LPS/ATP IL-1B secretion, AlphaLISA, 16 h; hits give low values | AID 743279, 2014; in the data active = activity change below about -50%; inconclusive = mostly about -30% to -49%; also: % is scaled to controls: 0 for no effect and ±100 for the full control effect
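THP-1 cells pretreated 1 hr with compounds (up to 57.5 uM final), then stimulated with LPS (250 ng/mL final) plus ATP (1.25 mM final); secreted IL-1B measured by AlphaLISA after 16 hr, decreased signal indicating inhibition.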
KB-3-1 cytotox = qHTS assay for MDR1-selective chemotherapeutics: Primary screen using the parental adenocarcinoma cell KB-3-1; KB-3-1 viability, CellTiter-Glo ATP luminescence, 72 h; Potency, µM (top dose mostly 46.1 µM), inactives show at the top dose activity change, negative = cytotoxic, most hits filed as cytotoxic; 1.4% of 400,000 active; also: potency is read from the fitted curve at half-maximal effect; % is scaled to controls: 0 for no effect and ±100 for the full control effect; nearly all actives have a fitted effect of over 60% in size
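Cytotoxicity measured as CellTiter-Glo luminescence after 72 h at 37 C. Compound titrations were pinned onto drug-naive KB-3-1 parental adenocarcinoma cells grown in DMEM with 10% FBS, and normalized data fitted to concentration-response curves.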
ATXN viability = Viability Counterscreen for Primary qHTS for Inhibitors of ATXN expression | S2 cells (HEK-293 line with an ATXN2-luciferase reporter) viability, CellTiter-Fluor protease fluorescence, 24 h | 0.49% of 400,000 active | Potency, µM (series often up to 56.7 µM), most hits filed as cytotoxic; also: potency is read from the fitted curve at half-maximal effect; nearly all actives have a fitted effect of over 40% in size
MCF10A rerep = A quantitative high throughput screen for small molecules that induce DNA re-replication in MCF 10a normal breast cells; MCF 10A DNA re-replication, Hoechst nuclear intensity, 48 h; Potency, µM (top dose mostly 46.1 µM), without a hit: at the highest dose activity, positive = re-replication, usual class: activators; 2.9% of 350,000 active; also: potency is read from the fitted curve at half-maximal effect; % of control where 0% means no effect; nearly all actives have a fitted effect of over 50% in size
The depositor's hits bear a star; i = inactive; ? = inconclusive; nt = not tested or not shown; [ ] = another dose, or the depositor's remark. Unless noted, calls follow the shape of the dose curve; as a rule, active = well fitted curve in the direction sought with a large enough effect; inconclusive = small, poorly fitted or top-dose-only effect, or another doubt; inactive = no such curve, though single readings can be large; an effect the other way counts as inactive or inconclusive.

item	SMILES	HT1080 IDH1KD tx	KB-V1 MDR tox	SW480 rerep	ATXN2 expr inh	HT1080-NT tox	IL1B secr inh	KB-3-1 cytotox	ATXN viability	MCF10A rerep
1	CC1(C)CC(NC(=O)c2ccc(Cl)cc2Cl)CC(C)(C)N1	11%	?	-7%	-10%	5%	2	-1%	i	0%
2	O=C1NC[C@H](Cc2ccccc2)N(CC2CCCCC2)C1=O	11%	13%	-10%	3%	13%	-14	6%	i	1%
3	O=C(Nc1nccs1)C1(S(=O)(=O)c2ccc(Cl)cc2)CC1	-20%	-16%	2%	8%	-4%[9.24 µM]	-9	-12%	i	-4%
4	O=C(NC1CCCCC1)C(c1cccnc1)N(CCc1ccccc1)C(=O)Cc1cccs1 (stereo not drawn)	1%	-30%	2%	-5%	0%	65	-2%	i	2%
5	CC(C)NC(=O)[C@@H]1C[C@@]1(C)[C@@H](NC(=O)OCc1ccccc1)c1ccccc1	5%	-4%	7%[9.22 µM]	9%	1%	17	12%	i	-4%
6	Cc1cccc(N2C(=O)CC(Sc3ccccc3C(=O)O)C2=O)c1 (stereo not drawn)	13%	27%	-5%	0%	17%	-12	10%	i	-1%
7	COc1cccc(NC(=O)CNC(=O)c2ccccc2)c1	1%	-4%	-3%	34%	0%	0	-1%	i	-6%
8	COc1ccc(CCNC(=O)CN2CCCc3ccccc32)cc1OC	0%	-7%	-18%	-6%	-1%	9	4%	i	838%[0.0737 µM]
9	O=S(Cc1ccccc1)CC(O)(c1ccccc1)c1ccccc1 (stereo not drawn)	1%	12%	-2%	-9%	0%	-5	8%	i	13%
10	Cc1ccc(C2(COC(=O)C(C)C)CO2)c(OC(=O)C(C)C)c1 (stereo not drawn)	1%	1%	1%	-2%	-3%	28	0%	i	2%
11	CCOC(=O)CNC(=O)C1COc2ccccc2O1 (stereo not drawn)	9%	1%	-11%	-14%	7%	-10	-4%	i	0%
12	COc1cccc(N2CCN(C(=O)c3ccc(OC)c(S(=O)(=O)NC4CC4)c3)CC2)c1	-12%	6%	nt	nt	-19%	15	0%	i	nt
13	OCCC1CN(Cc2cnc(-c3ccccc3)s2)CCN1CCc1ccccc1 (stereo not drawn)	-15%	-16%	-7%	nt	-6%	-2	-11%	i	7%
14	O=[N+]([O-])c1ccccc1S(=O)(=O)Nc1ccc(S(=O)(=O)N2CCOCC2)cc1	-1%	8%	-13%	-1%	-3%	11	-3%	i	-13%
15	Cc1c(C(=O)NNC(=O)Nc2ccc([N+](=O)[O-])cc2)oc2ccccc12	-28%	0%	?	?	-18%	-20	3%	?	12%
16	Cc1cccc(OCCn2c(-c3ccc(Cl)cc3)nc3ccccc3c2=O)c1	nt	?	nt	-2%	nt	nt	24%	i	nt
17	CCOC(=O)C1C2C=CC3(CN(c4cccc(Cl)c4)C(=O)C13)O2 (stereo not drawn)	6%	2%	8%	10%	5%	93	-5%	i	0%
18	COc1cccc(/C=C2\Oc3ccc(O)cc3C2=O)c1O	-13%	-7%	5%	0%	-4%	-2	-3%	?	16%
19	CCN(C(=O)CN1C(=O)NC2(CCCc3ccccc32)C1=O)c1ccc(F)cc1 (stereo not drawn)	8%	-4%	-2%	-17%	-4%	4	-9%	i	-3%
20	COc1ccc(NC(=O)N[C@@H](CCSC)C(=O)O)cc1Cl	9%	15%	-4%	-1%	9%	17	13%	i	-21%
21	CC(=O)c1cc(C#N)c(SCc2ccccc2)nc1C	-1%	12%	-2%[9.22 µM]	17%	-5%	-12	-5%	i	27%
22	CCS(=O)(=O)N1CCN(c2ccc([N+](=O)[O-])c(N3CCOCC3)c2)CC1	6%	4%	-4%	-15%	-1%	15	12%	?	-3%
23	Cc1ccc(C(=O)O/N=C(\N)c2cccc([N+](=O)[O-])c2)cc1	-10%	29%	-5%	93%[activator]	2%[9.24 µM]	1	8%	i	1%
24	CCOC(=O)c1c(NC(=O)COc2ncnc3ccccc23)sc(C)c1CC	-8%	?	0%	-3%	-1%	3	-8%	i	?
25	COc1ccc(OC)c(/C=N/NC(=O)CSc2cc(C)nc3c(OC)cccc23)c1	-27%	?	21%	16%[11.3 µM]	?	-72*	-6%	i	17%

Next compounds follow:
item	SMILES	HT1080 IDH1KD tx	KB-V1 MDR tox	SW480 rerep	ATXN2 expr inh	HT1080-NT tox	IL1B secr inh	KB-3-1 cytotox	ATXN viability	MCF10A rerep
26	CCc1cccc(C)c1NC(=O)CCN1C(=O)NC(C)(C)C1=O	12%	-6%	-1%	nt	-2%	-15	-7%	?	9%
27	O=C(CSc1ncc2c(n1)-c1ccccc1N(Cc1ccc(F)cc1)S2(=O)=O)NCCc1ccccc1	nt	4%	nt	7%	nt	nt	-2%	i	nt
28	COc1ccc(C2CC(C(F)(F)F)n3nc(C(=O)O)cc3N2)cc1OC (stereo not drawn)	2%	-6%	0%	0%	6%	12	17%	i	4%
29	O=C(Nc1ccc(N2CCOCC2)cc1Cl)C1CCN(C(=O)OCc2ccccc2)CC1	?	-5%	5%	-2%	?	0	-7%	?	1%
30	Cc1ccc(CNc2ccc3c(c2)OCO3)cc1	?	?	23µM*	32%[activator]	?	-93*	?	i	23µM*
31	Cc1nc2cccc(C)n2c(=O)c1Cl	8%	22%	-6%	-14%	4%	0	9%	i	-2%
32	CN(CC(=O)Nc1ccccc1Cl)C(=O)COC(=O)CN1C(=O)NC2(CCCC2)C1=O	-16%	6%	-31%[inhibitor]	-3%	-10%	i	0%	i	?
33	O=C(Nc1nccs1)c1ccc2c(c1)C(=O)N(Cc1cccnc1)C2=O	-9%	nt	-2%	0%	0%	6	nt	?	-6%
34	CCCc1cc(=O)n2[nH]c(NCc3ccc(OC)cc3)nc2n1	5%	16%	-2%	5%	1%	-1	10%	i	11%
35	Cc1ccc(C2CC(=O)Nc3cc4c(cc32)OCCO4)s1 (stereo not drawn)	?	?	10%	-6%	-27%	13	4%	i	24%
36	Cn1nccc1/C=C(/C#N)S(=O)(=O)c1ccccc1	9%	2%	?	1%	3%	4	3%	i	?
37	O=C(NCC(=O)N(c1cccnc1)C(C(=O)NC1CCCC1)c1ccccc1)c1ccco1 (stereo not drawn)	12%	8%	-12%	0%	3%	-8	-2%	i	1%
38	Cc1cc(N)ccc1-n1c(C)ccc1C	2%	1%	18%	-5%	5%	?	-2%	i	20%
39	CCOC(=O)CC1(C)NC(C(=O)O)C(C)(C)S1 (stereo not drawn)	10%	-3%	0%	0%	1%	20	6%	i	1%
40	CC(OC(=O)C1CC1)C(=O)Nc1cc(Cl)cc(Cl)c1 (stereo not drawn)	-5%	-4%	-17%	-33%	-2%	-16	2%	i	-9%
41	Cn1c(O)c(N=NC(=S)Nc2ccccc2F)c2cc(S(=O)(=O)N3CCOCC3)ccc21	?	-15%	?	-26%[11.3 µM]	3%	25	?	?	5%
42	N#Cc1ccc(C23CC4(C2)[C@H](CN(CC2CCCCC2)[C@@H]4c2ccccc2)C3c2ccccc2)cc1 (stereo partly drawn)	-6%	?	?	0%	-10%	-13	0%	i	?
43	O=C1NCC(=O)N2CCC[C@@H]12	9%	0%	-1%	-10%	0%	0	0%	i	0%
44	COc1ccccc1CNS(=O)(=O)c1ccc(S(=O)(=O)NC2CC2)cc1	-6%	-22%	?	1%	-10%	-17	0%	i	-9%
45	COc1ccc(/C=C/C(O)=C(\C#N)c2nnc(N3CCOCC3)n2-c2ccccc2)cc1OC	2%	1%	-4%	15%	17%	-27	3%	i	-1%
46	C/C(=N\NC(=O)C1CCCC1)c1ccc(NC(=O)C(F)(F)F)cc1	?	14%	nt	9%	?	?	0%	i	nt
47	CCOC(=O)c1c(C)oc2c(Cl)cc(NS(=O)(=O)c3ccc(Cl)c(C)c3)cc12	nt	?	nt	?	nt	nt	?	?	nt
48	COc1ccc(CCNC(=O)C2c3ccccc3C(=O)N2CCC(C)C)cc1OC (stereo not drawn)	12%	14%	-1%	3%	-2%	-14	-1%	i	-2%
49	Cc1cccc(N(Cc2ccccc2)C(=O)CSC(C)C(=O)Nc2cc(C)on2)c1 (stereo not drawn)	-26%	15µM*	13%	109%[activator]	1%	6	?	i	?
50	COc1ccc(C)cc1NC(=O)CC(O)(C(F)(F)F)C(F)(F)F	1%	8%	-21%	nt	16%	5	9%	nt	1%

Ordered by value in SW480 rerep (falling): some entries from above
no. | compound | SW480 rerep
34 | CCCc1cc(=O)n2[nH]c(NCc3ccc(OC)cc3)nc2n1 | -2%
45 | COc1ccc(/C=C/C(O)=C(\C#N)c2nnc(N3CCOCC3)n2-c2ccccc2)cc1OC | -4%
14 | O=[N+]([O-])c1ccccc1S(=O)(=O)Nc1ccc(S(=O)(=O)N2CCOCC2)cc1 | -13%

(listing goes on)
item	SMILES	HT1080 IDH1KD tx	KB-V1 MDR tox	SW480 rerep	ATXN2 expr inh	HT1080-NT tox	IL1B secr inh	KB-3-1 cytotox	ATXN viability	MCF10A rerep
51	Cc1ccc(OCCCCc2c(C)n[nH]c2C)cc1	-2%	-22%	-1%	nt	14%	27	-23%	i	-2%
52	CN(C)CCCn1c(SCC(=O)N2c3ccccc3Sc3ccccc32)nc2ccccc2c1=O	?	?	?	28µM*	18µM*	-102*	?	25µM*	?
53	O=C(NCc1ccccn1)c1ccc(Cl)s1	22%	-22%	2%	20%	18%	-10	-2%	i	5%
54	O=C(Cn1cc(COc2cc(F)cc(F)c2)nn1)c1ccc(O)cc1	?	-7%	-27%	-21%	?	17	6%	i	-19%
55	Oc1ccc2ccc(Cl)cc2c1	-8%	0%	8%	-3%	0%	3	3%	i	0%

Random draw from the library; 11% or so of the library scored in one or more.
